From PubChem BioAssay
SDO1 yeast rescue: growth rescue of sdo1-depleted yeast, primary screen, S. cerevisiae, bone marrow failure model. AID 817, 2007. S. cerevisiae sdo1-depleted JHY4D growth rescue, OD600 30 h; stronger effect = higher value; pdr5 snq2 efflux-pump mutant strain. z-score at 10 µM. 140,000 compounds, 0.21% hits;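 active means z-score above 3 at both the 24 hr and the 30 hr optical density reads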;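 further: z-score against mean and SD of all compound wells on the same plate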
Insulin prom inh: inhibitors of insulin promoter-driven GFP, primary screen, imaging, TRM-6 cells (human fetal islet line), eGFP reporter, cell count | reporter expression induced with tamoxifen | inhibition, % at 2 µM | 130,000 compounds, 0.9% hits | AID 1273, 2008;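 active means inhibition above the mean plus 3 SD, with well images judged a real hit on visual review, cut at about 60% in these data, passing the limit was not always enough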
SDO1 yeast rescue Rescue 24 h: second read-out of SDO1 yeast rescue, no call of its own (marks repeat the call); z-score; S. cerevisiae sdo1-depleted JHY4D growth rescue, OD600; measured here: growth rescue at 24 h;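 0 is the plate mean of compound wells and units are plate SD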
* hit, by the source's call; · = no result given.

molecule,SDO1 yeast rescue Rescue 24 h,SDO1 yeast rescue,Insulin prom inh
CCCCNC(=O)CCNS(=O)(=O)c1ccc(C)cc1,-0.86,0.55,-33
O=C1c2ccccc2C(O)(Cc2ccccc2)N1CCCN1CCOCC1 (stereo not given),-0.78,0.13,-162
CCOC(=O)C/C(C)=N\Nc1nc(-c2ccccc2)cs1,·,·,26
CCC(C)(C)n1nnnc1C(c1cc2cc(OC)c(OC)cc2[nH]c1=O)N1CCc2ccccc21 (stereo not given),0.11,-0.2,-22
CCOC(=O)N1CCN(c2cc(=O)n(-c3ccccc3C)c(=O)[nH]2)CC1,·,·,-35
COc1ccc(NC(=O)COC(=O)C(CC(C)C)N2C(=O)C3CC=CCC3C2=O)cc1Cl (stereo not given),-0.6,-0.59,·
O=C(NN1C(=O)C2C(c3ccccc3)C=CC(c3ccccc3)C2C1=O)c1cccc(Br)c1 (stereo not given),-0.15,-0.39,-21
O=C(Cn1nnc(-c2ccccc2Cl)n1)N/N=C/c1ccc(-c2cccc(Cl)c2)o1,0.28,-0.97,36
Oc1c(I)cc(I)c2cccnc12,-1.1,-2.2,-14
O=C(NC(=S)Nc1ccc2oc(=O)ccc2c1)c1ccc(-c2cccc(Cl)c2Cl)o1,0.44,-0.64,20
O=c1[nH][nH]c(=O)c2c(NS(=O)(=O)c3ccccc3)cccc12,·,·,31
Cc1cc(C)c(S(=O)(=O)O)c(C)n1,-1.3,-0.53,·
CCc1nnc(NC(=O)c2ccncc2)s1,0.14,0.25,-23
CCOC(=O)c1cc2cc(C)ccc2[nH]1,-0.83,-0.39,24
CC(CN(C)Cc1ccccc1)OC(=O)c1ccc2c(c1)OCCO2 (stereo not given),-1.3,-0.83,4
CN(C)c1cc(O)c(C(=S)Nc2ccccc2)c(N(C)C)c1,-0.28,-0.62,-93
O=C(CN1C2=NCCN2c2ccccc21)N1CCOCC1,-0.18,0.87,-7
Cc1csc(NC(=O)CCc2c(C)nc3cc(-c4cccc(F)c4)nn3c2C)n1,-0.58,-1.4,-5
CN(C1CCS(=O)(=O)C1)S(=O)(=O)c1ccc(N2CCCC2=O)cc1 (stereo not given),0.72,1.1,-65
O=C1c2ccccc2CN1CCNS(=O)(=O)c1ccc(Cl)cc1,-1.2,-0.14,13
CC(C)Cn1c(=O)c(C(=O)Nc2ccccc2S(N)(=O)=O)c(O)c2ccccc21,-1.2,-2.4,-134
Cc1ccc(C(=O)NC2c3ccccc3-c3ccccc32)cc1,-0.96,-1.2,-6
Cc1ccc2c(c1)CCCN2C(=O)c1ccco1,0.1,-0.3,17
CC(C)=C1C2CCC1C(C(=O)NCCc1ccccc1)C2C(=O)O (stereo not given),-0.14,-0.51,-50
CCOC(=O)c1oc2c(c1C)/C(=N/O)CCC2,1.1,1.3,88*
Cc1ccc(C(=O)n2c(=S)nc3ccccn32)cc1,-0.16,0.69,5
CCC(=O)c1ccc2ncccc2c1,0.02,0.17,-14
CCc1ccc2nc(SCC(=O)N(CC)CC)c(C#N)cc2c1,-0.34,-0.59,0
O=C(Nc1ccc(Cl)cc1)Nc1ccc2c(c1)N1CCN=C1S2,0.39,-0.7,36
NS(=O)(=O)c1ccc(CCNc2nc3c(-c4cccc(F)c4)nnn3c3ccccc23)cc1,0.3,0.62,0
Cc1[nH]n(-c2ccc([N+](=O)[O-])cc2)c(=O)c1C=NCCc1c[nH]c2ccccc12,0.81,0.34,-79
Cc1ccc(C(=O)NCCCn2ccnc2)cc1[N+](=O)[O-],1.1,2.1,33
CCC(C)c1ccc(S(=O)(=O)N2CCN(C(=O)COc3ccc4c(C)cc(=O)oc4c3)CC2)cc1 (stereo not given),-0.81,-0.56,12
CCCC(=O)n1nc(NCc2ccc(OC)cc2)nc1NCc1ccc(OC)cc1,·,·,21
CCOC(=O)c1c(C=O)c(C)n(Cc2ccccc2Cl)c1C,-1.9,-2.1,-10
O=C(COc1ccc(Br)cc1)NCc1ccccn1,-0.1,0.23,-45
Cc1ccc(NC(=S)NCC2CCCO2)cc1 (stereo not given),-1,-0.16,-3
CS(=O)(=O)N1CCN(C(=O)c2ccc(-c3ccccc3)cc2)CC1,0.57,1,-200
O=C(c1ccc(NC(=S)Nc2ccc(Cl)c(Cl)c2)cc1)N1CCCC1,-0.81,-0.81,·
CCC(c1nnnn1CCc1ccccc1)N1CCN(C(=O)c2ccco2)CC1 (stereo not given),-1.3,-0.53,-19
Cc1cc(NC(=O)CSc2nc3ccccc3c(=O)n2-c2ccccc2)no1,-0.47,-0.4,38
CC(NC(N)=O)C(=O)Nc1ccc(Cl)c(S(=O)(=O)Nc2ccc(Cl)cc2)c1 (stereo not given),·,·,-43
COC(=O)C1=C(C)NC(=O)C1(NS(=O)(=O)c1ccc(C)cc1)C(F)(F)F (stereo not given),0.36,0.09,36
O=C(Cn1cc(C(=O)c2ccco2)c2ccccc21)NC1CCCC1,0.36,0.56,0
CC1=C(C(=O)Nc2ccccc2)C2(CCCCC2)C(C#N)=C(SCC(N)=O)N1,0.33,0.8,-6
CNC(=O)c1cc(C)c(-c2ccccc2)s1,0.21,0.05,89*
O=C(/C=C/c1ccccc1)NC(NC(=S)Nc1cccc(O)c1)C(Cl)(Cl)Cl (stereo not given),-0.87,-0.16,26
CCN(CC)CC(=O)N1CCCC(C(=O)c2ccccc2OC)C1 (stereo not given),·,·,15
COC(=O)c1c(F)c(F)c(NCCO)c(F)c1F,-0.55,0.75,·
CCOc1cc(/C=N/N=C(N)N)ccc1OCc1ccc(Cl)cc1,-0.46,-1.6,-41

Insulin prom inh, entries above that show a hit.
molecule,SDO1 yeast rescue Rescue 24 h,SDO1 yeast rescue,Insulin prom inh
CCOC(=O)c1oc2c(c1C)/C(=N/O)CCC2,1.1,1.3,88*
CNC(=O)c1cc(C)c(-c2ccccc2)s1,0.21,0.05,89*

Carrying on.
molecule,SDO1 yeast rescue Rescue 24 h,SDO1 yeast rescue,Insulin prom inh
CN=c1scc(C)n1/N=C/c1ccc2c(c1)OCO2,-0.2,0.55,15
CC1Cc2cc(/C(O)=C3/C(=O)C(=O)N(Cc4ccco4)C3c3cccs3)ccc2O1 (stereo not given),-0.54,0.23,19
CC1CC(=O)Nc2ccccc2N1S(=O)(=O)c1ccc(Br)cc1 (stereo not given),0.09,0.72,4
CCNC(=S)Nc1cc(Cl)ccc1Oc1ccccc1,0.04,-0.58,0
CCn1c(COc2ccc(OC)cc2)nnc1SCC(=O)Nc1cc(OC)ccc1OC,-0.36,-0.31,13
O=c1cc(Cn2nnc(-c3ccc(Cl)cc3)n2)nc2sccn12,0.11,0.34,-11
CCN1CCN(C(c2nnnn2Cc2ccc3c(c2)OCO3)C(C)C)CC1 (stereo not given),-0.96,-0.2,52
Cc1ccc(CC(=O)O/N=C(\N)c2cccc([N+](=O)[O-])c2)cc1,-0.21,-0.51,36
COc1ccccc1N1CCc2c(C)nc3c(OC)cccc3c21,-0.32,0.21,·
O=C(OCC(=O)N1CCC(Cc2ccccc2)CC1)c1ccc[nH]c1=O,0.83,1,14
CC(NC(=O)C(=O)NN=C1CCCCCCC1)c1ccccc1 (stereo not given),1.8,0.93,·
Cc1nc(SCc2ccc(Cl)cc2)ncc1C(=O)O,·,·,-15
CCOc1ccc(-c2nnc(NC(=O)c3ccc(OCC(C)C)c(OC)c3)o2)cc1,-0.24,-0.85,·
Cc1ccc(NC(=O)C2CC(=O)NC(N3CCCCC3)=N2)cc1Cl (stereo not given),-0.39,-0.3,36
COCCNC(=O)Cn1c(=O)n(Cc2ccco2)c(=O)c2ccccc21,-0.13,-0.09,86*
O=C(Cc1ccc(Cl)cc1)NN1C(=O)c2ccccc2C1=O,-0.09,0.42,18
CSCCC(NS(=O)(=O)c1ccc(Cl)cc1)C(=O)OCc1c(Cl)cccc1Cl (stereo not given),-0.12,-0.42,-46
Cc1csc(NC(=O)C2CCCN(S(=O)(=O)c3cccnc3)C2)n1 (stereo not given),-0.15,0.31,·
O=C(NCCN1CCOCC1)C(=O)NCC1CCCO1 (stereo not given),0.13,0.78,-23
O=C(CNc1cc(S(=O)(=O)N2CCOCC2)ccc1N1CCCC1)NCc1ccco1,·,·,-7
c1ccc(CNc2ccc(CNc3ncn[nH]3)cc2)cc1,0.01,-0.25,34
COc1ccc(N2CCN(CCNC(=O)C3CCN(S(=O)(=O)c4cccs4)CC3)CC2)cc1,-0.94,-0.1,0
COc1ccc(C2=Nn3c(nnc3-c3ccco3)SC2)cc1OC,0.57,-0.54,19
CCc1cccc2c3c([nH]c12)C(CC)(CC(=O)O)OCC3 (stereo not given),-0.67,0.38,18
CCCCc1nc2ccccc2c(C(=O)O)c1C,-0.19,0.29,-35

Entries of single compounds as entered above. Screens in order: SDO1 yeast rescue Rescue 24 h | SDO1 yeast rescue | Insulin prom inh
CSCCC(NS(=O)(=O)c1ccc(Cl)cc1)C(=O)OCc1c(Cl)cccc1Cl (stereo not given) is listed with -0.12 | -0.42 | -46
Cc1ccc(CC(=O)O/N=C(\N)c2cccc([N+](=O)[O-])c2)cc1 is listed with -0.21 | -0.51 | 36

The listing continues:
molecule,SDO1 yeast rescue Rescue 24 h,SDO1 yeast rescue,Insulin prom inh
c1ccc(-c2nnc(-c3ccncc3)o2)cc1,-0.73,0.85,-11
CCCc1cc(C(=O)NCc2cccnc2)no1,0.49,1,·
CCOC(=O)c1cc(-c2cc3ccccc3o2)n[nH]1,1.4,0.09,·
CCC(C)NC(=O)c1cnn2c(C)c3c(nc12)CCCC3 (stereo not given),0.63,0.55,-30
O=S(=O)(Nc1nc2ccccc2nc1N1CCN(c2ccccc2F)CC1)c1ccc(Cl)cc1,-0.94,-0.82,58
NNC(=O)COc1ccccc1F,-0.1,-0.17,-14
CC(=O)Nc1nc2ccccc2n1Cc1ccccc1C,0.38,0.56,·
Cc1c(C(=O)N2CCCCC2)nnn1-c1nonc1N,-0.24,0.23,-17
CCC12CN3CCN(CC(C3)/C1=N\NC(=O)c1ccc(F)cc1)C2,·,·,-41
CCCCc1c(O)nc(SCC(=O)NC(C)(C)C)n(-c2ccccc2C)c1=O,-0.47,-0.11,-5
CC(=O)c1ccc(NC(=O)NCc2ccc(F)cc2)cc1,·,·,-326
Cc1noc(C)c1C(=O)N1CCCc2ccccc21,-1.3,-1,-36
Cc1cc(SCC(=O)OCC(=O)N2CCN(C(=O)c3ccco3)CC2)c(C)cc1Br,-1.1,-1.2,3
Cc1c(NC(=O)C(C)Sc2nnc(-c3ccccc3)o2)c(=O)n(-c2ccccc2)n1C (stereo not given),0.69,0.98,14
Cc1ccc2c(c1)c1c3n2CCCN(Cc2ccccc2)C3CCC1 (stereo not given),-0.78,-1.9,·
COc1ccc(-c2nc(C#N)c(NCc3cccnc3)o2)cc1OC,-0.37,0.27,11
COc1ccc(C2CC(c3cccs3)=NN2C(=O)CSc2nnc(N)s2)cc1OC (stereo not given),·,·,-14
CCOc1cccc(-c2nc3cc(C)ccc3o2)c1,0.98,0.77,·

Quoted from the listing.
Value of COc1ccc(-c2nc(C#N)c(NCc3cccnc3)o2)cc1OC in SDO1 yeast rescue Rescue 24 h: -0.37
Value of Cc1ccc2c(c1)c1c3n2CCCN(Cc2ccccc2)C3CCC1 (stereo not given) in SDO1 yeast rescue: -1.9

Four entries picked at random from the list so far, as already listed:
molecule,SDO1 yeast rescue Rescue 24 h,SDO1 yeast rescue,Insulin prom inh
Cc1cc(SCC(=O)OCC(=O)N2CCN(C(=O)c3ccco3)CC2)c(C)cc1Br,-1.1,-1.2,3
NNC(=O)COc1ccccc1F,-0.1,-0.17,-14
Cc1ccc2c(c1)c1c3n2CCCN(Cc2ccccc2)C3CCC1 (stereo not given),-0.78,-1.9,·
CC(=O)c1ccc(NC(=O)NCc2ccc(F)cc2)cc1,·,·,-326
